rmGlu8 calcium flux: rat mGlu8 modulation via Gqi9 calcium signal, confirmation, counter-screen for GIRK activator project, cell-based, HEK293 rmGlu8, Gqi9 chimera | calls only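 (single compound addition from 20 µM solution with 0.2% DMSO)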 | AID 623869 | 2,100 tested, 4% active | HEK293 rmGlu8/Gqi9 calcium flux, Fluo-4 fluorescence; glutamate at EC20 added after compound;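 active means calcium fluorescence trace judged by eye to show a response, as agonist, enhancer of the glutamate response, or inhibitor; inactive means trace judged by eye to show no response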
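System – HEK-293 cells stably expressing rat mGlu8, plus transient chimeric Gqi9 · Medium – HEPES-buffered HBSS, pH 7.4 · Also added – EC20 glutamate · Compound – one dose, 20 µM addition solution, 0.2% DMSO · Times – compound 4 min before glutamate, then 2 min recording · Measured by – Fluo-4 calcium fluorescence sampled at 1 Hz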
Calls only; i = inactive; + = active, no number. These rows are one share of the data (hit frequency here may not be typical).

canonical_smiles	rmGlu8 calcium flux
CCCCOC(=S)NC(=O)c1sc2ccccc2c1Cl	i
CCOC(=O)CSc1nc2ccc(Nc3nc(N4CCOCC4)nc(N4CCOCC4)n3)cc2s1	i
CSc1nc(N2CCOCC2)c2c(c1C#N)CC(C)(C)OC2	i
N#Cc1nc(Cc2ccccc2)oc1NCCc1ccccc1	i
Cc1nnc2n(C3CCCCC3)c(=O)c3c4c(sc3n12)COC(C)(C)C4	i
CC(C)(C)C(=O)NC(=S)NNC(=O)c1sc2ccccc2c1Cl	+
O=C(Nc1nc(=O)c2ccccc2s1)c1ccc(F)cc1	i
O=c1c2cc(N3CCOCC3)ccc2[nH]c(=S)n1Cc1ccc(Cl)cc1	i
O=C(C[n+]1cc(-c2ccccc2)n2c1CCC2)OCc1ccccc1	i
Cc1ccc(C)c(C(=O)c2c(C)nc3sccn23)c1	+
Cc1cccc(-n2c(C)nc3sccc3c2=O)c1	i
CN(C)C(=O)CSc1cccc2cccnc12	i
COc1ccc(C(=O)N2C(=S)NC(=O)/C2=C\c2ccc(C)cc2)cc1	i
Clc1ccccc1-c1nnc2sc(CCc3ccccc3)nn12	i
Cc1ccc(C)c(OCC(=O)Nc2nc3ccc([N+](=O)[O-])cc3s2)c1C	i
Cc1onc(-c2c(F)cccc2Cl)c1C(=O)OCn1nnc2ccccc2c1=O	i
CC1=NCCN1S(=O)(=O)c1cc(Cl)ccc1Cl	i
Cn1c(=O)c(NCCc2ccccc2)c2c3c(cccc31)C(=O)c1ccccc1-2	i
CCc1ccc2c(c1)c(N=NC1=NC(=O)CS1)c(O)n2C	i
CCCc1cc(-c2n[nH]c(=S)n2C(C)c2ccccc2)cs1 (stereo unspecified)	i
O=C(NC(=S)N1CCCc2ccccc21)c1ccc(Br)cc1	i
O=C(NC(=S)Nc1ccc(N2CCOCC2)cc1)c1ccco1	i
O=C(CNC(=S)NC(=O)c1cccs1)c1ccccc1	i
CN(C)c1ccc(/C=N\NC(=S)SCN2C(=O)C3CCC(C)(C2=O)C3(C)C)cc1 (stereo unspecified)	i
CCNC(=S)Nc1scc(-c2ccccc2)c1C(=O)OCC	i

Next part
canonical_smiles	rmGlu8 calcium flux
CC(C)CNC(=S)NC(=O)c1ccc([N+](=O)[O-])cc1	i
CCCCCCCC1CC(CSc2ncn[nH]2)OC1=O (stereo unspecified)	i
N#C/C(=N\Nc1ccc(Cl)cc1)C(=O)c1ccccc1	i
CNC(=S)SCCOc1ccc(C)cc1	i
NC1=NC2(CCCCC2)n2c(nc3ccccc32)N1	i
C1CCC2(CC1)OCC1(CO2)COC2(CCCCC2)OC1	i
CCOc1ccc(-c2nc(-c3ccc(OC)cc3)no2)cc1OCC	i
CCc1cc2cccc(C)c2nc1SCC(=O)c1ccc(NC(C)=O)cc1	i
O=c1cc(CN2CCOCC2)nc(C2CC2)[nH]1	i
CCN(CC)CCn1c(=S)[nH]c2cc(Cl)ccc2c1=O	i
Cc1ccc(Cl)cc1NC(=S)NCc1cccn1C	i
CCCCNC(=S)NC(=O)c1ccccc1Br	i
O=C(O)c1cccc(Nc2nc(N3CCOCC3)nc(N3CCOCC3)n2)c1	i
O=c1c(-c2ccc(Cl)cc2)[n+]([O-])c2ccccc2n1O	i
O=[N+]([O-])c1ccc(/C=N/NC(=S)Nc2ccccc2F)o1	i
CC(O)c1nc2ccccc2n1C1CCCCC1 (stereo unspecified)	i
Cc1ccc(/C=N\NC(=O)c2cc([N+](=O)[O-])cc([N+](=O)[O-])c2)o1	i
Cc1cccc2sc(NC(=O)Cn3cccc3)nc12	i
COc1ccc(N(CC(=O)NC2CCCC2)C(=O)Cn2nnc(-c3ccc(C)cc3)n2)cc1	i
Cc1ccc(C(=O)Nc2nc(-c3ccccc3)c(-c3ccccc3)o2)cc1	i
CC1=C(C(=O)OCC2CCCO2)C(c2ccc(C)o2)C2=C(CC(c3ccc(F)cc3)CC2=O)N1 (stereo unspecified)	i
CCN(CC)C(=S)NC(=O)c1ccc(Cl)cc1Cl	i
CC(C)N(C(=O)CN(C#N)c1nc(N(C)C)nc(N(C)C)n1)c1ccccc1	i
CCN(CC)C(=O)CSc1nc2ccccc2c(=O)n1-c1ccccc1OC	i
CC(/C=N/n1c(-c2ccc(Cl)cc2)n[nH]c1=S)=C\c1ccco1	i

More entries follow.
canonical_smiles	rmGlu8 calcium flux
O=C(Nc1nnc(-c2ccc(Cl)cc2)o1)c1ccc(N2C(=O)CCC2=O)cc1	i
CC1Oc2ccccc2C=C1/C=N/NC(=O)c1ccccc1 (stereo unspecified)	i
COc1cccc(CNCCNC(=O)c2ccco2)c1OC	i
COCCn1nnnc1C(c1ccccc1)N1CCN(c2ccccc2)CC1 (stereo unspecified)	i
COc1ccc(Br)cc1CNC(=O)Nc1cccs1	i
CCC1CCCCN1CCCn1c(=S)[nH]c2ccccc2c1=O (stereo unspecified)	i
CCCCC(=O)N1CCCC(c2nc3c(nnn3Cc3cc(C)ccc3C)c(=O)[nH]2)C1 (stereo unspecified)	i
CC(C)Cn1c2c(c(O)c(C(=O)Nc3ncccc3O)c1=O)CCCC2	i
CC(=O)C1=C(C)NC(SCc2ccc(C#N)cc2)=C(C#N)C1c1ccco1 (stereo unspecified)	i
Cc1ccc(C(=O)CC(=O)COc2ccc(Cl)cc2)cc1	i
COc1cccc(NC(=O)CSc2nnc(-c3ccoc3C)n2-c2ccccc2)c1	i
Cc1cccc(OCCn2c(=S)[nH]c3ccccc32)c1	i
CCOC(=O)Cn1c(=O)oc2cc(S(=O)(=O)NCCCc3ccccc3)ccc21	i
COC(=O)c1ccc2c(=O)n(CC3CCCO3)c(=S)[nH]c2c1 (stereo unspecified)	i
CCOC(=O)CSc1nnc(-c2ccccc2OC)o1	i
Cc1cccc(N2CCN(C(=O)c3ccc(Cl)c(S(=O)(=O)N4CCc5ccccc5C4)c3)CC2)c1C	i
Cc1ccccc1OCC(=O)NNC(=S)NC(=O)c1ccco1	+
CC(C)Oc1cccc(C(=O)NC(=S)Nc2ccccc2)c1	i
COC(=O)c1ccccc1NC(=S)NC(=O)c1ccccc1	i
Cn1cc(S(=O)(=O)Nc2ccc(F)cc2F)c(=O)n(C)c1=O	i
CCOC(=O)c1c(NS(=O)(=O)c2cccc(OC)c2)sc2c1CCC2	i
O=C(NN=C(Cc1ccccc1)Cc1ccccc1)c1ccc(F)cc1	i
CCOC(=O)CSC1=C(C#N)C(=O)NC(c2ccc(OC)c(OC)c2)S1 (stereo unspecified)	i
CCc1cccc(NC(=O)CSC2=NS(=O)(=O)c3ccccc32)c1	i
COc1c(Cl)cc(Cl)cc1CNCCNCC(C)O (stereo unspecified)	i

Going on with the list:
canonical_smiles	rmGlu8 calcium flux
Cc1ccccc1NC(=S)NNC(=O)c1csc2c1CCC(C)C2 (stereo unspecified)	i
COc1ccccc1C(=O)N1c2ccccc2Sc2ccccc21	i
O=C(Nc1ccc(O)c(-c2nc3ccccc3s2)c1)C1=COCCO1	i
O=C(Nc1nnc(-c2ccc3c(c2)CCCC3)o1)c1ccc(Cl)cc1Cl	i
CCC1CCCN1Cn1cnc2c([nH]c3ccc(OC)cc32)c1=O (stereo unspecified)	i
C=CCOn1c(=O)c(-c2cccs2)[n+]([O-])c2ccccc21	i
Cc1c(Cl)cccc1NC(=S)/C(=C(\[O-])c1ccc(Cl)s1)[n+]1ccccc1	i
S=C(N/N=C/c1ccccc1)N1CCOCC1	i
CC(C)c1ccccc1NC(=O)COC(=O)/C=C/c1cccc([N+](=O)[O-])c1	i
COc1cc(Cl)cc2c1Sc1ccccc1/C2=C/CCN(C)C	i
CCOC(=O)c1ccc(N2C(=O)C(O)=C(C(C)=O)C2c2ccccc2)cc1 (stereo unspecified)	i
COc1ccc(Nc2nc(C)cc(C)c2C#N)cc1OC	i
CC1=NN(C(N)=S)C(=O)C1N=Nc1ccccc1C (stereo unspecified)	i
O=C(COc1ccc2ccccc2c1CN1CCOCC1)N1CCc2ccccc21	i
O=C(Nc1nnc(SCc2ccc(F)cc2)s1)C1CC(=O)N(c2ccc3c(c2)OCCO3)C1 (stereo unspecified)	i
C=CCn1c(SCC(=O)Nc2sc(C)c(C)c2C(=O)OCC)nnc1-c1sc(N)nc1C	i
COc1ccc(-n2c(=S)[nH]c3ccccc32)cc1	i
CCOC(=O)C(C)Oc1ccc2c(CC)cc(=O)oc2c1C (stereo unspecified)	i
c1ccc2c(c1)oc1c(N3CCN(Cc4ccc5c(c4)OCO5)CC3)ncnc12	i
CN=C1S/C(=C\c2cc(C)n(-c3ccccc3F)c2C)C(=O)N1C	i
Cc1ccc2nc(NC(=S)NC(=O)c3cccs3)sc2c1	i
Cc1ccc(NC(=O)CN2c3cccc4cccc(c34)S2(=O)=O)cc1S(=O)(=O)N1CCOCC1	i
O=C(Nc1ccncc1)c1ccc2c(c1)C(=O)N(C1CCCCC1)C2=O	i
CCN1c2ccccc2-c2nc3ccccc3n2C1c1ccco1 (stereo unspecified)	i
O=C(N/N=C/c1ccc([N+](=O)[O-])s1)c1cccc(Br)c1	i

Going on with the list.
canonical_smiles	rmGlu8 calcium flux
CCOC(=O)C1=C(O)C(=O)N(c2ccc(S(N)(=O)=O)cc2)C1c1ccccc1 (stereo unspecified)	i
COc1ccc(NC(=O)NC(C)c2ccncc2)cc1OC (stereo unspecified)	i
O=C(Oc1c(Cl)cc(Cl)c2cccnc12)c1cccc([N+](=O)[O-])c1	i
CCCn1nnc(NC(=O)COc2ccc(C3CCCCC3)cc2)n1	i
Cc1cc(C)c2c(c1)/C(=N/NC(=S)Nc1ccc(F)cc1)CCC2	i
C=CCN(CC=C)C(=S)NC(=O)c1ccc([N+](=O)[O-])cc1	i
CCn1c(SCC(=O)NC(=O)NCc2ccco2)nc2sc(C)c(C)c2c1=O	i
CCOC(=O)c1cnn2c1[nH]c(=O)c1ccccc12	i
CCOC(=O)c1ccccc1NC(=O)CSc1nnc(Cc2cccn2C)n1-c1ccc(C)cc1	i
COC(=O)c1ccc(CSc2nc3c(c(=O)n2-c2ccc(F)cc2)SCC3)o1	i
CCc1c(C)c(C#N)c2nc3ccccc3n2c1NCc1ccco1	i
COc1cc(NC(=O)C(=O)NNC(=O)C2CCCCC2)c(OC)cc1Cl	i
COc1ccc(NC(=S)Nc2ccc(OCc3ccccc3)cc2)cc1OC	i
CCCCOC(=O)Nc1ccc(C(=O)OCCC)cc1	i
CCn1c(SCc2ccc(Cl)cc2)nnc1-c1ccccc1	i
CC(C)CC(NS(=O)(=O)c1ccc2c(c1)oc(=O)n2C)C(=O)NC1CCCc2ccccc21 (stereo unspecified)	i
CCOC(=O)CN1NC2(CCC(C(C)(C)C)CC2)NC1=S (stereo unspecified)	i
CCN(c1ccccc1)S(=O)(=O)c1ccc(NC(=S)NC(=O)c2ccc(Br)o2)cc1	i
CCN(CC)S(=O)(=O)c1cc(NC(=O)Cn2cnc3ccccc3c2=O)ccc1C	i
CCCC(=O)Nc1ccc(NC(=O)C2CC2)cn1	i
Clc1cccc(CSc2nnc(-c3ccccn3)n2Cc2ccco2)c1	i
CCc1nc(SCc2ccc(F)cc2)[nH]c(=O)c1C#N	i
Cc1nccn1CCc1nc(N)nc(N)n1	i
Cc1ncoc1C(=O)Nc1ccc(Oc2ccccc2)cc1	i
Cc1cccc(C(=O)CC(=O)c2cc(Cl)ccc2O)c1	i

As a short view, part of the list above.
canonical_smiles	rmGlu8 calcium flux
CCOC(=O)C1=C(O)C(=O)N(c2ccc(S(N)(=O)=O)cc2)C1c1ccccc1 (stereo unspecified)	i
COc1ccc(NC(=O)NC(C)c2ccncc2)cc1OC (stereo unspecified)	i

An excerpt of these results, field by field.
> C=CCN(CC=C)C(=S)NC(=O)c1ccc([N+](=O)[O-])cc1
  rmGlu8 calcium flux: i

> Cc1cccc(C(=O)CC(=O)c2cc(Cl)ccc2O)c1
  rmGlu8 calcium flux: i

> CCn1c(SCC(=O)NC(=O)NCc2ccco2)nc2sc(C)c(C)c2c1=O
  rmGlu8 calcium flux: i

> CCOC(=O)c1ccccc1NC(=O)CSc1nnc(Cc2cccn2C)n1-c1ccc(C)cc1
  rmGlu8 calcium flux: i

Further structures:
canonical_smiles	rmGlu8 calcium flux
CC(C)C(C)(C#N)NC(=O)CSc1ncnc2sc(-c3ccccc3)cc12 (stereo unspecified)	i
Cc1ccc(OCCCC(=O)Nc2nccs2)cc1	i
COc1cccc(-c2nnc(Nc3nc4c(F)cccc4s3)o2)c1	i
S=c1[nH]nc(-c2ccco2)n1/N=C/c1ccc(Cl)cc1Cl	i
Fc1cc(F)c2nc(Nc3nc4c(F)cccc4s3)sc2c1	i
CCOC(=O)Cc1csc(NC(=S)NC(=O)c2ccccc2)n1	i
CCOC(=O)c1cc2n(c1N)-c1ccccc1C2=O	i
C=CCNc1nc(N2CCCC2)nc2ccccc12	i
Cc1onc(-c2ccccc2)c1C(=O)NC(=S)Nc1sc2c(c1C#N)CCCC2	i
Cc1ccc(NC(=O)CSc2nccn2C)cc1S(=O)(=O)N1CCOCC1	i
COc1ccccc1NC(=O)COc1ccc(C(F)(F)F)cc1[N+](=O)[O-]	i
CCN(CC)C(=S)SCC(=O)Nc1nc(=O)c2ccccc2s1	i
COc1cc2cnncc2cc1OC	i
O=C(NN=c1c(=O)c2ccccc2c1=O)c1ccccc1	i

Screens as filed in PubChem.
